# Source: PubChem
# SKN-1 block – suppressors of acrylamide-induced Pgst-4::GFP reporter in worms, primary screen, SKN-1 inhibitor project, whole organism, uHTS, GFP/RFP fluorescence ratio, strain VP596. C. elegans VP596 Pgst-4::GFP/RFP ratio, 24 h. inhibition, % at 21.8 µM. 360,000 tested, 0.49% active. AID 624304, 2012;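 active = interference check ratio from 0.5 to 1.5 plus GFP to RFP signal ratio inhibition reaching or exceeding a fixed threshold, cut at about 30% in these data, passing the limit was not always enough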; note: some compounds called inactive have numbers as strong as hits
# Rpn11 inh – Rpn11 (PSMD14) deubiquitinase inhibitors, primary screen, biochemical, fluorescence polarization, uHTS | 26S proteasome non-ATPase regulatory subunit 14 (Homo sapiens), O00487 | human 26S proteasome, Ub4-pepOG fluorescence polarization; 20S core pre-blocked with epoxomicin | calls only at 20 µM | 360,000 tested, 0.59% active | AID 588493, 2011;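 active = inhibition at 20 µM, scaled to each plate's controls, above about 33%, limit read from the data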
# PABP1 MLLE inh – inhibitors of PABP1 MLLE–PAM2 peptide binding, primary screen, biochemical, fluorescence polarization, FITC-PAM2, GST-MLLE; 360,000 tested, 0.36% active; inhibition, % at 20 µM; Polyadenylate-binding protein 1 (Homo sapiens), P11940; AID 588489, 2011; in the data active = inhibition above about 35%, passing the limit was not always enough;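 note: plate controls were DMSO wells with GST-MLLE for no effect and wells lacking GST-MLLE protein for full effect; some results filed as inactive read as strong as hits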
# FAS-TE inh – FAS thioesterase domain inhibitors, primary screen, biochemical, fluorescence intensity, uHTS; recombinant FAS-TE, OMFH fluorogenic substrate, fluorescence endpoint; inhibition, % at 15 µM; 360,000 tested, 0.67% active; AID 602261, 2012;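 active = compounds whose normalised, plate-corrected inhibition of enzyme fluorescence in the single-dose primary screen is 50% or more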;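 note: 0% = DMSO with enzyme and 100% = substrate without enzyme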
# MT1-MMP act inh – blockers of MT1-MMP proenzyme processing, primary screen, HT1080 RFP-PRO-GFP cells, GFP/RFP fluorescence; Matrix metalloproteinase-14 (Homo sapiens), P50281; GFP/RFP ratio fluorescence, overnight; percent of plate control window, DMSO zero; GFP/RFP ratio change, % at 20 µM; 360,000 tested, 0.061% active; AID 651647, 2012;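 active = GFP/RFP ratio change of at least 30% with cell ATP level not reduced by more than half and red fluorescence within 50% of control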; note: strong numbers were not always called active
#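 Assay system: HT1080 RFP-PRO-GFP cells. Benchmarks: DMSO vehicle wells and RFP-L50D-GFP reporter cell wells. Times: overnight cell settling, then overnight compound exposure, 37 °C, 5% CO2. Compound: 20 µM single dose, 1% DMSO. Read-out basis: GFP/RFP fluorescence ratio.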
# CSN inh – inhibitors of CSN-mediated cullin deneddylation, primary screen, biochemical, fluorescence polarization, uHTS; COP9 signalosome complex subunit 5 (Homo sapiens), Q92905; inhibition, % at 12.5 µM; Purified CSN, SCF-Nedd8-OG deneddylation; 360,000 tested, 0.38% active;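 active = pattern-corrected inhibition above about 35%, with an unprinted fluorescence ratio check between 0.5 and 1.5, limit read from the data, passing the limit was not always enough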;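 note: 0% = enzyme with substrate and 100% = substrate without enzyme; some results filed as inactive read as strong as hits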
# Target sequence (Q92905 whole entry, looked up, one chain of several): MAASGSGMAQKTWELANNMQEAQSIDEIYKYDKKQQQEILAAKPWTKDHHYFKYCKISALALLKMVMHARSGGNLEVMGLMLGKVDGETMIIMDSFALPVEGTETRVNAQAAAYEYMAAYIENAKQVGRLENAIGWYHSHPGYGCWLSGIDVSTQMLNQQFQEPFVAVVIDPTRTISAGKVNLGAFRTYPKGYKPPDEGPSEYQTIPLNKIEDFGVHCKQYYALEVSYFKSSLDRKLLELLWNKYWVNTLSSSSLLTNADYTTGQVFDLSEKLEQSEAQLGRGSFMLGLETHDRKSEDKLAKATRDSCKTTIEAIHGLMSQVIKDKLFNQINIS
#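 Test system: purified human Csn5 enzyme expressed in HEK293T cells. Amount: 0.24 nM enzyme. Reagent: SCFSkp2-Nedd8OG substrate at 10 nM final. Schedule: 90 min incubation of compound, enzyme and substrate at room temperature. Detection: fluorescence polarization. Read-out: % inhibition of substrate cleavage by Csn5.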
# Neddyl block – inhibitors of cullin neddylation, primary screen, biochemical, TR-FRET, uHTS, NAE and Ubc12. NEDD8-conjugating enzyme Ubc12 (Homo sapiens) + NEDD8-activating enzyme E1 regulatory …. calls only at 25 µM. 360,000 tested, 0.58% active; in the data active = inhibition above about 36%
# Target sequence (P61081 whole entry, looked up): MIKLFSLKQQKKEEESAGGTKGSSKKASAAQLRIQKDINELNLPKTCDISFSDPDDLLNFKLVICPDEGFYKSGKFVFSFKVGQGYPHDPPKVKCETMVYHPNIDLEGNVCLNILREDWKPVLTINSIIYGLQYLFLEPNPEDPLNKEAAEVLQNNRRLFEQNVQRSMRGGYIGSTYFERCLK
# Target sequence (Q13564 whole entry, looked up): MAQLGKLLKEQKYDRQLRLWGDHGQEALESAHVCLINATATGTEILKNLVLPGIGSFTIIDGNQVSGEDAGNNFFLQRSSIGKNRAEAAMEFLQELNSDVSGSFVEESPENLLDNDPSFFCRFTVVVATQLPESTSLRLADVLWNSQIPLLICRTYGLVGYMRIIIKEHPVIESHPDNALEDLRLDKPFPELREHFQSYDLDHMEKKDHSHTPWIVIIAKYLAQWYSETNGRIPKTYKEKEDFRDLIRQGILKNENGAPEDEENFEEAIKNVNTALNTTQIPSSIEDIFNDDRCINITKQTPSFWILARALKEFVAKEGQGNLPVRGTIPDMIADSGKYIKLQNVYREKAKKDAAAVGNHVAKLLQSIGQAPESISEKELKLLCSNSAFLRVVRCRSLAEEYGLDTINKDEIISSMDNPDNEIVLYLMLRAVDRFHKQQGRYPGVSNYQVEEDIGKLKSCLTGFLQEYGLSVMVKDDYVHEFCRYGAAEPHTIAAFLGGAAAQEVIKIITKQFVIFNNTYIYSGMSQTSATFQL
# NadD inh – inhibitors of S. aureus NadD, primary screen, biochemical, colorimetric, uHTS; Nicotinate-nucleotide adenylyltransferase NadD (Staphylococcus aureus N315); purified NadD enzyme, colorimetric absorbance read-out; inhibition, % at 20 µM; 360,000 tested, 0.78% active; in the data active = inhibition above about 26%; note: some compounds past the cut are filed as inactive
# Rin1-Abl PPI inh – inhibitors of Rin1-Abl protein binding, primary screen, biochemical, TR-FRET; Tyrosine-protein kinase ABL1 (Homo sapiens) + Ras and Rab interactor 1 (Homo sapiens), …; inhibition, % at 7.35 µM; 360,000 tested, 0.4% active; AID 588664, 2011; in the data active = inhibition above about 5%, passing the limit was not always enough
# * hit, by the source's call; i = inactive; nt = no result given; + = active, no number.
SMILES,SKN-1 block,Rpn11 inh,PABP1 MLLE inh,FAS-TE inh,MT1-MMP act inh,CSN inh,Neddyl block,NadD inh,Rin1-Abl PPI inh
CS(=O)(=O)c1ccc(SCC(=O)NC2CCS(=O)(=O)C2)c([N+](=O)[O-])c1 (stereo not drawn),4,i,13,1,0,-6,i,5,-3
Cc1csc(SC(C)C(=O)NCC(=O)Nc2ccc(F)c(F)c2F)n1 (stereo not drawn),3,i,-5,-2,2,6,i,-2,-4
CCOC(=O)N1CCN(C(=O)CCNS(=O)(=O)c2ccccc2)CC1,-7,i,3,-3,-1,0,i,-4,-1
Cc1ccc(C)c2c1cc(C)c1nnc(SCC(=O)c3cccs3)n12,2,i,-43,-9,-4,-7,i,0,-3
CNC(=O)C1CC(=O)N(c2ccc(OCC(=O)Nc3ccccc3C)cc2)C1 (stereo not drawn),24,i,1,-7,2,-1,i,-2,1
CC(=O)NC(CCS(C)(=O)=O)C(=O)Nc1ccc2c(c1)OCO2 (stereo not drawn),0,i,-4,-7,-6,-1,i,1,1
COc1ccccc1CNC(=O)C1Cc2cc(S(=O)(=O)N3CCCCC3)ccc2N1C(C)=O (stereo not drawn),2,i,-14,-5,0,1,i,-5,1
CCN(CC)c1ccc(NC(=O)c2cccc(OC)c2)c(C)c1,1,i,1,2,5,0,i,3,-1
CC(NC(=O)COC(=O)CCN1C(=O)C2CC=CCC2C1=O)c1ccc(Br)cc1 (stereo not drawn),-12,i,-17,-1,5,-3,i,2,0
CS(=O)(=O)N1CCN(c2ccc([N+](=O)[O-])c(NCc3cccnc3)c2)CC1,15,i,4,2,4,-16,i,0,-12
Cn1cc(CCC(=O)NCCCc2ccccc2)c2ccccc21,2,i,-25,7,3,0,i,-8,2
COc1ccc(-c2csc(NC(=S)NC(=O)c3ccco3)n2)cc1,2,i,16,-7,8,1,i,-1,2
Cc1ccc(CNC(=O)C2CNc3cc(C)ccc3O2)cc1 (stereo not drawn),-31,i,8,-5,9,7,i,-4,-3
CC(C)(C)CN1C(=O)C(=O)NC[C@@H]1CCCCN,-3,i,-3,-11,0,-2,i,2,0
O=C(Nc1ccc(Cl)cc1)c1csc([C@@H]2O[C@H](CO)[C@H](O)[C@H](O)[C@H]2O)n1,8,i,6,-9,1,-2,i,5,1
CCN(CC)c1ccc(S(=O)(=O)N(CC)CC)cc1NC(=O)c1cccnc1,0,i,0,0,-2,5,i,-1,-2
Cc1cc(C)c(C(=O)CSc2nc3ccccc3c(=O)[nH]2)cc1C,-3,i,-1,-1,-2,-3,i,-8,0
CC(C)N(C)Cc1cn(C)nc1-c1ccc(Oc2ccccc2)cc1,25,i,-2,-2,-1,-2,i,-3,-5
CCCNS(=O)(=O)c1ccc(OCC(=O)N2CCN(c3ccccc3)CC2)cc1,-2,i,-11,-8,1,-8,i,-3,2
CC(C)(C)[C@H]1CCC(=O)N([C@H](CSc2ccccc2)Cc2ccccc2)CC1,1,i,16,18,-16,3,i,2,2
CCOc1ccc(N2C(=O)CC(NCCNc3ccc([N+](=O)[O-])cn3)C2=O)cc1 (stereo not drawn),-4,i,23,2,3,6,i,2,-1
COc1ccc(S(=O)(=O)N[C@H](C(=O)N2CC[C@@]3(O)CCCC[C@H]3C2)c2ccccc2)cc1,-21,i,9,-5,-3,3,i,-1,1
Cc1cc(NCc2ccc3c(c2)OCO3)n2nc(C)nc2n1,3,i,0,-4,3,-2,i,2,-2
Cc1ccc(NC(=O)N2CCC(NC(=O)c3cccc(C)c3)CC2)cc1,3,i,-95,-2,-7,-4,i,7,-2
COc1ccc(NC(=O)COc2ccc3oc(=O)cc(C)c3c2)cc1,-6,i,6,4,7,3,i,-5,-2

# Part of the list above, with bars between the fields:
molecule | SKN-1 block | Rpn11 inh | PABP1 MLLE inh | FAS-TE inh | MT1-MMP act inh | CSN inh | Neddyl block | NadD inh | Rin1-Abl PPI inh
Cc1cc(NCc2ccc3c(c2)OCO3)n2nc(C)nc2n1 | 3 | i | 0 | -4 | 3 | -2 | i | 2 | -2
CC(C)(C)[C@H]1CCC(=O)N([C@H](CSc2ccccc2)Cc2ccccc2)CC1 | 1 | i | 16 | 18 | -16 | 3 | i | 2 | 2

# Four entries already listed, sorted by their value in NadD inh, lowest first.
SMILES	NadD inh
Cc1cc(C)c(C(=O)CSc2nc3ccccc3c(=O)[nH]2)cc1C	-8
CC(C)N(C)Cc1cn(C)nc1-c1ccc(Oc2ccccc2)cc1	-3
CC(C)(C)CN1C(=O)C(=O)NC[C@@H]1CCCCN	2
Cc1ccc(NC(=O)N2CCC(NC(=O)c3cccc(C)c3)CC2)cc1	7

# (next part)
SMILES,SKN-1 block,Rpn11 inh,PABP1 MLLE inh,FAS-TE inh,MT1-MMP act inh,CSN inh,Neddyl block,NadD inh,Rin1-Abl PPI inh
CNc1oc(Cc2ccccc2)nc1S(=O)(=O)c1ccccc1,-6,i,29,-12,-6,-11,i,4,3
O=C(O)CCCn1cc(NC(=O)COc2ccccc2)cn1,3,i,2,-7,1,0,i,-6,4
CCc1c(C)sc(NC(=O)/C=C/c2ccc3c(c2)OCO3)c1C(=O)OC,6,i,-4,26,-1,-10,nt,-17,0
COc1ccc(Oc2cc(C(F)(F)F)nc(N(C)C)n2)cc1,3,i,-16,17,1,3,i,5,2
COc1ccc(CCNC(=O)c2nnn(-c3cccc(C)c3)c2N)cc1OC,-1,i,16,-3,1,-1,i,-2,-3
COc1ccc2c(c1)CCC/C2=N\OC(=O)c1ccccc1F,0,i,-12,18,0,-5,i,-4,2
CN(C)c1ccc(N/C(=N\S(=O)(=O)c2cccs2)c2ccccc2)cc1,10,i,8,1,-7,3,i,0,1
Cc1ccccc1OCCCC(=O)Nc1ccc(N2CCOCC2)cc1,15,i,-15,-7,7,2,i,0,2
CCOc1ccccc1OCCC(=O)Nc1ccc2c(c1)OCO2,-13,i,5,-4,3,0,i,-3,2
Cc1cccc(NC(=O)C(C)C(=O)c2ccccc2)c1 (stereo not drawn),3,i,13,0,0,-1,i,-4,-1
COc1ccc(S(=O)(=O)Nc2ccccc2C(F)(F)F)cc1,8,i,-6,-8,-1,2,i,-1,-5
O=S(=O)(NN1CCOCC1)c1ccc(Cl)s1,7,i,2,-2,2,-4,i,2,4
NC(=O)c1c(NC(=O)CSc2nnc(Cc3ccccc3)n2Cc2ccco2)sc2c1CCC2,5,i,11,12,-3,1,i,5,-1
O=c1nc(-c2ccccc2)c2cc(Br)ccc2[nH]1,0,i,-13,-10,5,1,i,0,5
COc1ccc(S(=O)(=O)N2CCOC23CCN(C(=O)c2c(F)cccc2Cl)CC3)cc1,-2,i,-1,2,-2,1,i,3,3
CCc1ccc(NC(=O)c2sccc2-n2cccc2)cc1,11,i,-1,21,-3,6,i,6,-1
O=C(CSc1nc(-c2ccccc2)cs1)Nc1cccc([N+](=O)[O-])c1,2,i,4,38,0,-10,i,-14,-1
O=C(NC(=Nc1nc2ccccc2o1)NC(=O)c1ccccc1)c1ccccc1,4,i,-7,-7,-1,1,i,2,3
CCOC(=O)C(C)n1cnc2c(nnn2-c2ccc(C)cc2)c1=O (stereo not drawn),10,i,-7,-6,4,-2,i,-1,-2
CCN(CC)CCNC(=O)c1cccc(NC(=O)C(=O)c2ccccc2NC(C)=O)c1,3,i,15,-5,4,8,i,-3,-2
CCOc1cc(N2CCOCC2)c(OCC)cc1NC(=O)Cn1nc(C)c([N+](=O)[O-])c1C,2,i,-13,-1,-1,1,i,0,-2
Cc1ccc(NS(=O)(=O)c2cccc(C(=O)OCC(=O)NCc3ccco3)c2)cc1,9,i,-11,8,6,5,i,10,-1
Cc1ccc(C(=O)NCC(=O)OCC(=O)N(CC(C)C)c2c(N)n(Cc3ccccc3)c(=O)[nH]c2=O)s1,-1,i,-47,-6,-2,1,i,1,-2
O=S(=O)(c1cccs1)N1CN(Cc2cccs2)c2nc3ccccc3nc21,13,i,-13,1,-8,-4,+,2,1
Cc1ccc(N=C(NO)c2nonc2N)c(C)c1,10,i,7,-20,-8,-2,i,4,-2
# Continued:
SMILES,SKN-1 block,Rpn11 inh,PABP1 MLLE inh,FAS-TE inh,MT1-MMP act inh,CSN inh,Neddyl block,NadD inh,Rin1-Abl PPI inh
CCCc1c(-c2cccc(Br)c2)ncn1Cc1ccccc1OC,-2,nt,nt,23,0,1,i,1,nt
CC(C)(C)c1ccc(-n2ncc3c2CCCC3NC(=O)c2cnccn2)cc1 (stereo not drawn),-13,i,7,6,10,3,i,7,3
COc1ccc(OC)c(NC(=O)CSc2nc3c(c(=O)n(C)c(=O)n3C)n2C)c1,1,i,23,-6,-1,-1,i,6,0
COC(=O)c1[nH]cnc1C(=O)c1ccccc1,5,i,-19,-5,0,-1,i,-1,-4
CC(C)OC(=O)/C(C#N)=C/c1cn(C)c2ccccc12,20,i,1,52*,-1,0,i,-4,0
O=C(Cc1cccs1)Nc1ccc(F)c(S(=O)(=O)N2CCOCC2)c1,8,i,-10,-4,6,-5,i,1,4
Cc1nnsc1C(=O)N1CCCC(C(=O)c2ccc(C(F)(F)F)cc2)C1 (stereo not drawn),9,i,11,-4,-1,0,i,0,0
COc1ccc(N2C(=O)[C@@H]3Cc4ccccc4CN3C2=O)cc1,9,i,2,-7,0,5,i,3,-5
Cc1ccc(S(=O)(=O)N2C[C@H]3N(C(=O)OC(C)C)N(C(=O)OC(C)C)C[C@H](OC(=O)Nc4cccs4)[C@@]3(O)C2)cc1,8,i,25,10,0,5,i,0,-3
COC(CNC(=O)c1cccnc1)OC,0,i,-8,-2,-2,-1,i,3,0
O=S(=O)(c1cccs1)N1CCC2(CC1)OCCN2S(=O)(=O)c1ccccc1,5,i,8,14,1,-1,i,-5,1
COc1ccc(C(N)CCc2ccc(C)o2)cc1 (stereo not drawn),20,i,-34,-12,-8,9,i,19,-3
CCOC(=O)c1ccc(COC(=O)CNS(=O)(=O)c2ccccc2)cc1,-8,i,-8,2,4,9,i,-3,2
Cc1ccc2sc(N(CCN(C)C)C(=O)c3ccc(S(=O)(=O)N4CC(C)OC(C)C4)cc3)nc2c1C (stereo not drawn),-9,i,10,17,2,-1,i,-2,2
COc1ccc2nc(-c3ccccc3)[nH]c(=O)c2c1,7,i,-3,-7,0,-4,i,-1,-2
CC1CN(C(=O)c2ccc(CNS(=O)(=O)c3cccc(C(F)(F)F)c3)cc2)CC(C)O1 (stereo not drawn),4,i,-3,-8,8,1,i,-6,3
O=C(N/C(=C\c1cccnc1)C(=O)N1CCC(O)CC1)c1ccccc1,9,i,19,-2,-1,3,i,10,1
CC(=O)N1CCc2cc(S(=O)(=O)NC(C)c3ccccc3)ccc21 (stereo not drawn),-4,i,20,-4,3,1,i,4,-3
Cc1ccc(CN2CCC(c3cc(-c4ccc(Cl)cc4)n[nH]3)CC2)cc1,9,i,-3,6,5,-1,i,-3,3
NCCCCCC(=O)O,6,i,1,5,7,2,i,4,-3
